Assay outcomes from PubChem.
Kir21 block: inhibitors of mouse Kir2.1 inward-rectifier potassium channel; P35561; HEK293-Kir2.1, FluxOR thallium flux fluorescence; active compounds read low; B-score at 10 µM; 310,000 tested, 0.85% active; AID 1672;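 active = fluorescence ratio B-score at or below minus 3 SD of library scores, with starting-brightness B-score within 2 SD, cut at about -4.2 in these data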;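 also: channel flux triggered by added potassium and thallium sulfate stimulus; B-score of peak minus minimum fluorescence over baseline after thallium stimulus; more negative B-score means stronger Kir2.1 block with less thallium influx; some compounds called inactive have numbers as strong as hits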
KCNQ2 inh: KCNQ2 potassium channel inhibitors, primary screen, cell-based, CHO-K1, FluxOR thallium flux, B-score (AID 2156); 20 min; active compounds read low; B-score at 10 µM; 310,000 tested, 1.1% active;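 active = fluorescence ratio B-score at most minus 3 library SDs, with starting brightness B-score within 2 library SDs, cut at about -5.5 in these data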
Target sequence (O88943 whole entry, looked up): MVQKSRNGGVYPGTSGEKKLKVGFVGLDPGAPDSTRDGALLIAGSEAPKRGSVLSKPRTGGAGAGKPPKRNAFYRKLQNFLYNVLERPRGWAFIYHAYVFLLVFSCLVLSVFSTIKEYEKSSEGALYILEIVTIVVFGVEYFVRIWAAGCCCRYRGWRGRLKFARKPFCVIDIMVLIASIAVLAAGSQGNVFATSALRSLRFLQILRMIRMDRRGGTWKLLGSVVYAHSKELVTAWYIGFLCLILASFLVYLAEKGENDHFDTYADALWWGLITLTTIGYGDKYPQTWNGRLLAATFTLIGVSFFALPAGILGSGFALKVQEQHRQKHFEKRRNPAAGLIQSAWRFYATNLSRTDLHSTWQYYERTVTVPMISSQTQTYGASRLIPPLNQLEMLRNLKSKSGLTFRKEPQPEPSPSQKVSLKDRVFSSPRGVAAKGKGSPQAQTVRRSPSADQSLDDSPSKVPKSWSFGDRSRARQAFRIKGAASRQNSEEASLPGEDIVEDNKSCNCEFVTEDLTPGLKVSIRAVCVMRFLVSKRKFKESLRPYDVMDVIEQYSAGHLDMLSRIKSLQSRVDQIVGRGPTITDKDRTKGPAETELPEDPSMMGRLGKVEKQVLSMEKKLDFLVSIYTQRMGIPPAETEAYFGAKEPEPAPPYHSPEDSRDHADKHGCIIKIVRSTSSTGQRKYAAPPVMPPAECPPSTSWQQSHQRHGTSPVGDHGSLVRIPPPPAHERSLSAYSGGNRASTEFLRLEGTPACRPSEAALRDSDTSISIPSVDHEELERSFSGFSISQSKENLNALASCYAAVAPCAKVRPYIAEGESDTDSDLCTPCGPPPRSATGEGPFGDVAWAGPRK
CHT inh: inhibits the human high affinity choline transporter; 310,000 tested, 0.86% active; AID 488975; B-score at 10 µM; Q9GZV3; CHT-expressing cells, membrane potential dye, choline response; active compounds read low;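 active = B-score over 3 SD under the library average, and starting fluorescence ratio not unusually high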;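 also: choline stimulus applied at its EC90 after an EC20 pre-addition; B-score computed on integrated fluorescence ratio after choline addition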
* hit, by the source's call; i = inactive; . = not tested or not shown.

A first look (five entries):
Kir21 block | KCNQ2 inh | CHT inh | smiles
-0.76 | i | i | CCOc1ccccc1N1CCN(C(=O)NCc2ccc(C)cc2)CC1
-0.4 | i | i | CCC1Nc2ncnc(N3CCN(c4ccccc4)CC3)c2N(Cc2ccc(Cl)cc2)C1=O (stereo unspecified)
-0.94 | i | i | CN(C(=O)COC(=O)C1CCN(S(=O)(=O)c2ccc3c(c2)OCCO3)CC1)C1CCCCC1
1.4 | i | i | Cn1c(=O)[nH]c(=O)c2c1nc(SCCN1CCOCC1)n2CCCc1ccccc1
-0.24 | i | i | CCOC(=O)CSc1nc2ccccc2c(=O)n1C

Results, previewed entries included:
Kir21 block | KCNQ2 inh | CHT inh | smiles
-0.76 | i | i | CCOc1ccccc1N1CCN(C(=O)NCc2ccc(C)cc2)CC1
-0.4 | i | i | CCC1Nc2ncnc(N3CCN(c4ccccc4)CC3)c2N(Cc2ccc(Cl)cc2)C1=O (stereo unspecified)
-0.94 | i | i | CN(C(=O)COC(=O)C1CCN(S(=O)(=O)c2ccc3c(c2)OCCO3)CC1)C1CCCCC1
1.4 | i | i | Cn1c(=O)[nH]c(=O)c2c1nc(SCCN1CCOCC1)n2CCCc1ccccc1
-0.24 | i | i | CCOC(=O)CSc1nc2ccccc2c(=O)n1C
-0.74 | i | i | COc1ccc(C2CC(c3ccccc3)=NN2C(=O)CSc2nccc(=O)[nH]2)cc1 (stereo unspecified)
-0.1 | i | i | CCc1ccc(C(=O)NC(C(=O)O)C(C)C)cc1 (stereo unspecified)
0.14 | i | i | O=C(Nc1ccccc1)Nc1n[nH]c2nnc(-c3ccccc3)c(-c3ccccc3)c12
3 | i | i | CCOc1ccc(C(=O)NCCN(C)C)cc1
1.2 | i | i | CN1CCCC(OC(=O)c2ccc(C#N)cc2)C1 (stereo unspecified)
-0.85 | i | i | O=C(CN1C(=O)NC2(CCCC2)C1=O)N1CCN(S(=O)(=O)c2cccc(C(F)(F)F)c2)CC1
1.8 | i | i | O=C(NCCc1ccccc1)C(=O)NN=C1CCCC1
0.51 | i | i | O=C(NCCO)c1cc2ccccc2c(=O)s1
0.09 | i | i | CN1C(=O)CSC1=Nc1ccc(Br)cc1
0.14 | i | i | CN1CCN(C(=O)CC2(CC(=O)O)CCCC2)CC1
-0.38 | i | i | O=C(CCn1cnc2ccccc2c1=O)Nc1nc2c(s1)CCCC2
-1.5 | i | i | COc1ccc(C(=O)CCC(=O)N2CCN(c3cc(C)ccc3C)CC2)cc1
0.12 | i | i | CC1=CN2C(=N)/C(=C/c3ccc([N+](=O)[O-])o3)C(=O)N=C2S1
-1.4 | i | i | CCOC(=O)c1cc(NC(=O)Nc2ccccc2OC)c(C)nc1C
-1.1 | i | i | COc1ccc(C2C(C#N)=C(N)N(c3ccccc3C#N)C3=C2C(=O)CCC3)cc1CN1CCCC1 (stereo unspecified)
0.26 | i | i | CCOC(=O)N1CCC(N(CCOC)C(=O)Nc2ccc(Cl)cc2)CC1
0 | i | i | FC(F)(F)c1cnc(Sc2nc3nccc(-c4ccc(Cl)cc4)n3n2)c(Cl)c1
-0.86 | i | i | Cc1ccc(S(=O)(=O)NC2CC(C)(C)NC(C)(C)C2)c(C)c1C
-0.65 | i | -5.2* | CSCCNC(=O)c1ccc(OC2CCN(CCc3ccccc3)CC2)cc1
-0.63 | i | i | O=C(NC(c1ccccc1)c1ccccc1)c1ccc(S(=O)(=O)C(F)F)cc1
-0.16 | i | i | CSc1ccc(Cn2nnc(C(=O)Nc3ccc(C)c(C)c3)c2N)cc1
0.98 | i | i | CN(C)S(=O)(=O)c1ccc2oc(SCC(=O)Nc3ccccc3F)nc2c1
0.21 | i | i | O=C(O)c1ccc(COc2cccc(CO)c2)cc1
-1.8 | i | i | CCNC(=S)N1CC(C)OC(C)C1 (stereo unspecified)
0.5 | i | i | CN(Cc1cn(C)nc1-c1ccccc1F)CC1CCCCO1 (stereo unspecified)
-1 | i | i | COc1ccc(OC)c(NC(=O)C2CC(=O)n3ncnc3N2)c1 (stereo unspecified)
-3.5 | i | i | CCSc1nc(C)cc(C)c1S(=O)(=O)c1ccccc1C
-3.5 | i | i | CCc1ccccc1S(=O)(=O)c1c(C)cc(C)nc1Cl
-1.1 | i | i | O=C1CN(C(=O)CSc2nncn2-c2ccccc2)c2ccccc2N1
-0.2 | i | i | CCOC(=O)CNC(=O)c1ccc(Br)s1
0.31 | i | . | COC(=O)CSc1nnc(CNC(=O)c2cccs2)n1-c1cccc(C)c1
1.2 | i | i | CCC1CCCCN1CCCNC(=O)c1ccc2c(c1)c(C)c(C)n2CC (stereo unspecified)
-1.3 | i | i | COc1ccccc1CNC(=O)C(=O)NCC1CCCN1S(=O)(=O)c1cccs1 (stereo unspecified)
-0.52 | i | i | Cc1ccc(S(=O)(=O)N(C)CC(=O)OCC(=O)NC(c2ccccc2)c2ccccc2)cc1
2 | i | i | COc1ccc(CNC(=O)C(c2ccco2)N(C(=O)c2csnn2)c2cccc(C)c2C)cc1 (stereo unspecified)
-1.3 | i | i | CCC(C)NC(=O)C1(C)CCC(=O)N1CCc1ccc(OC)c(OC)c1 (stereo unspecified)
2.5 | i | i | Cc1cccc(C)c1OC(=O)CSc1nnc(-c2ccccc2O)o1
-1.4 | i | i | COc1ccc(S(=O)(=O)NCCc2cn3cccc(C)c3n2)cc1OC
-0.1 | i | i | CCCOc1ccc(-c2nc(C#N)c(N3CCN(C)CC3)o2)cc1
-0.99 | i | i | C=CCC1CCC/C(=N\NS(=O)(=O)c2ccc(C)cc2)C1 (stereo unspecified)
1.1 | i | i | CCc1c(C)nc(N2CCN(Cc3ccccc3)CC2)[nH]c1=O
1.5 | i | i | COc1cccc(CNC(=O)CCC2CCCN(C(=O)c3cc(C)[nH]n3)C2)c1 (stereo unspecified)
1.2 | i | i | Cc1cc(C)nc(Nc2n[nH]c(-c3ccccc3C)n2)n1
-0.82 | i | i | COCCNC(=O)COCc1cc(-c2ccc3c(c2)OCO3)on1
0.68 | i | i | O=C(N=C1N=C2C=CC(Br)=CN2Cc2ccccc21)c1ccc([N+](=O)[O-])cc1[N+](=O)[O-]

Other records:
Kir21 block | KCNQ2 inh | CHT inh | smiles
-0.74 | i | i | CCOC(=O)C1(Cc2ccc(Cl)cc2)CCN(C(=O)C2=NNC(=O)CC2)CC1
0.75 | i | i | COc1cccc(NC(=O)Nc2nnc(Cc3ccc(OC)c(OC)c3)s2)c1
-0.69 | i | . | O=c1[nH]cc(I)cc1I
0.92 | i | i | N/C(Cc1ccc([N+](=O)[O-])cc1)=N\OC(=O)c1ccco1
-0.43 | i | i | O=C(CSc1cccc[n+]1[O-])NCCCc1ccccc1
-0.91 | i | i | CN1/C(=C\C(=O)COC(=O)c2ccccc2O)C(C)(C)c2ccccc21
-0.7 | i | i | COc1cc(C)c(S(=O)(=O)Nc2ccccc2F)cc1C
-0.08 | i | i | Cc1ccc(CC(=O)N2CC(C)OC(C)C2)cc1 (stereo unspecified)
2.3 | i | i | CSc1nc(-c2ccco2)nn1C(=O)c1ccc(C)cc1
1.8 | i | i | C/C(=N\NC(=O)CNc1ccccc1Cl)C(C)(C)C

Compounds listed so far that have a nitro group on carbon (three):
Kir21 block | KCNQ2 inh | CHT inh | smiles
0.12 | i | i | CC1=CN2C(=N)/C(=C/c3ccc([N+](=O)[O-])o3)C(=O)N=C2S1
0.68 | i | i | O=C(N=C1N=C2C=CC(Br)=CN2Cc2ccccc21)c1ccc([N+](=O)[O-])cc1[N+](=O)[O-]
0.92 | i | i | N/C(Cc1ccc([N+](=O)[O-])cc1)=N\OC(=O)c1ccco1

Continued:
Kir21 block | KCNQ2 inh | CHT inh | smiles
0.34 | i | i | CCN(Cc1ccccc1)C(=O)Cn1c(=O)n(CC(=O)N2CCCCC2)c(=O)c2sccc21
-0.67 | i | i | N#Cc1c(N)c(C(=O)c2ccccc2)n2c1CCCC2
-1.9 | i | i | CC(=O)C1C(c2ccc(C)cc2)c2c(n[nH]c2C)CC1(C)O (stereo unspecified)
0.79 | i | i | COc1cccc(CNC(=O)CCNC(=O)c2ccccc2OC)c1
-0.2 | i | i | COc1cc2ccccc2cc1C(=O)N(CCN(C)C)c1nc2ccc(Br)cc2s1
0.43 | i | i | O=C(Nc1ccc(OC(F)(F)F)cc1)C1CC(c2ccc(F)cc2)=NO1 (stereo unspecified)
-0.06 | i | i | CCc1cccc(C)c1NC(=O)CN1CCN(S(=O)(=O)c2ccc(C(C)(C)C)cc2)CC1
-1.5 | i | i | O=C(OCn1nnc2ccccc2c1=O)c1cc2ccccc2o1
0.93 | i | i | COc1ccccc1CNC(=O)CNC(=O)c1ccc(Br)o1
1.9 | i | i | COCCNC(=O)C(c1ccco1)N(C(=O)Cn1nnc2ccccc21)c1cc(C)ccc1C (stereo unspecified)
-0.16 | i | i | CC(Sc1nc(-c2ccccc2)cc(C(F)(F)F)n1)C(=O)N1CCOCC1 (stereo unspecified)
-2.9 | i | i | Cc1ccc(N(C)S(=O)(=O)c2ccc3c(c2)NC(=O)C(C)S3)cc1 (stereo unspecified)
-0.29 | i | i | C=CCN1CCN(Cc2cnc(Cl)s2)CC1
-1.1 | i | i | CCOc1ccc(C2C(C#N)=C(N)SC(N)=C2C#N)c(OCC)c1
-2.4 | i | i | Cc1onc(NC(=O)CSCC(=O)O)c1Br
-1.7 | i | i | Cc1ccc(CNC(=O)C2CCC(CNS(=O)(=O)c3cccc4cccnc34)CC2)cc1 (stereo unspecified)
-1.3 | i | i | CNC(=S)Nc1cc(OC)c(NC(=O)c2ccco2)cc1OC
0.88 | i | i | CN(C)C(=O)C1CC(=O)OC12CCCCC2 (stereo unspecified)
0.33 | i | i | Cc1ccc(Cn2nc(C)c(NC(=O)CCCn3nc(C)c([N+](=O)[O-])c3C)c2C)cc1
1.3 | i | i | Cc1nc(NC(=O)COC(=O)C2=NNC(=O)CC2)c(Cl)cc1Cl
-0.64 | i | i | CC(C)(C)OC(=O)N1CC=C2C(C#N)=C(N)C(C#N)(C#N)[C@H](c3cccnc3)[C@H]2C1
-0.08 | i | i | CC(C)(C)NC(=O)C(=O)N/N=C/c1ccc(Br)cc1
-0.09 | i | i | CCC(C)(C)NC(=O)C(c1ccc(O)cc1)N(CCOC)C(=O)CCC(=O)Nc1nccs1 (stereo unspecified)
0.52 | i | i | COCCn1c(=S)[nH]c2cc(C(=O)NCCc3ccccc3)ccc2c1=O
1.4 | i | i | O=C(COC(=O)CNC(=O)C1CCCCC1)Nc1ccc(Cl)cc1F
0.7 | i | i | CCn1c(=O)c2cc(C(=O)NCCC(C)C)sc2c2ccccc21
-0.57 | i | i | CCC(=O)Nc1cc(-c2nnc(OC)c3ccccc23)ccc1N1CCOCC1
0.01 | i | i | CC(C)(C)NC(=O)CSc1nnc(Cc2ccc3c(c2)OCO3)n1C1CCCCC1
0.05 | i | i | CCN1CCN(c2nc3ccccc3nc2NS(=O)(=O)c2ccc(NC(C)=O)cc2)CC1
0.1 | i | i | CCOc1ccccc1OCC(=O)Nc1nc2ccccc2[nH]1
1.1 | i | i | Cc1ccc(S(=O)(=O)N2CCN(C(=O)CSc3nc4ccccc4c(=O)[nH]3)CC2)c(C)c1
1.6 | i | i | Cn1c2ccccc2c2nnc(NN)nc21
1.4 | i | i | Cc1ccc(N2C(=O)c3cccc([N+](=O)[O-])c3C2=O)cc1C
-0.45 | i | i | Cc1ccc(/C=N/NC(=O)CSc2nc3ccccc3n2C)s1
1 | i | i | CN1C(=O)c2ccccc2C(C(=O)O)C1c1cn(C)c2ccccc12 (stereo unspecified)
-1.1 | i | i | OCCCn1c(-c2ccccc2)n[nH]c1=S
-1.4 | i | i | COC(=O)C1C(c2ccc(Br)cc2)Nc2nnc(C(F)(F)F)n2C1(C)O (stereo unspecified)
-2.7 | i | i | CCNc1nc(NC(C)C)nc(OCC)n1
2.3 | i | i | CCOC(=O)c1oc2nc3c(cc2c1N)CCCC3
0.37 | i | i | Cc1c(C(c2cc(O)ccc2Cl)c2c(C)n(C)n(-c3ccccc3)c2=O)c(=O)n(-c2ccccc2)n1C

Given with bars between the fields: part of the list above.
SMILES | Kir21 block | KCNQ2 inh | CHT inh
Cc1ccc(/C=N/NC(=O)CSc2nc3ccccc3n2C)s1 | -0.45 | i | i
CN1C(=O)c2ccccc2C(C(=O)O)C1c1cn(C)c2ccccc12 (stereo unspecified) | 1 | i | i

The list goes on.
Kir21 block | KCNQ2 inh | CHT inh | smiles
-1.5 | i | i | CCOC(=O)c1cnc2c(C(=O)OCC)cnn2c1N
-1.9 | i | i | Cc1csc2nc(CN3CCN(CC(=O)N(C)C)CC3)cc(=O)n12
-0.05 | i | i | CCOc1ccc(N=CC2=C(O)CC(c3ccco3)CC2=O)cc1 (stereo unspecified)
-0.45 | i | i | CC1(C)Cc2ccccc2C(c2cc3ccccc3oc2=O)=N1
-0.73 | i | i | Cc1ccc(NC2CCCN(C(=O)c3ccccn3)C2)cc1C (stereo unspecified)
-0.25 | i | i | O=C(/C=C/c1ccc(OCCCF)cc1)Nc1ccnc(-c2ccncc2)n1
-3.1 | i | i | Cc1cccc(NC(=O)CCc2nnc3ccc(NCc4ccco4)nn23)n1
-0.56 | i | i | CC(NC(=O)C12CC3CC(C1)CC(n1cncn1)(C3)C2)C12CC3CC(CC(C3)C1)C2 (stereo unspecified)
1.3 | i | i | COCCNC(=O)CN(C(=O)CCC(=O)Nc1nccs1)c1ccc2c(c1)OCO2
-0.94 | i | i | COC(=O)c1cc(OC)c(OC)cc1NC(=O)c1c(-c2ccccc2)noc1C
-0.75 | i | i | CC1CCCC(C)N1CCCNC(=O)c1cc2c(s1)-c1ccccc1OC2 (stereo unspecified)
-0.05 | i | i | O=C(CNc1ccccc1)NNC1=NCCC1
-0.41 | i | i | COCCOC(=O)C1=C(C)N(Cc2ccccc2)C(=O)NC1c1cccc(OC)c1OC (stereo unspecified)
